# bIAP inhibitor = bovine intestinal alkaline phosphatase inhibitors, primary screen, selectivity assay for TNAP inhibitor project, biochemical, bovine IAP, CDP-star luminescence; alkaline phosphatase, intestinal [Bos taurus]; purified bovine IAP, 30 min; inhibition, % at 20 µM; 190,000 tested, under 10 active;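 active = over 50% inhibition of intestinal alkaline phosphatase at 20 µM in the single-dose screen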
#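 test system = bovine IAP enzyme | medium = DEA buffer 100 mM, pH 9.8, with MgCl2 1.0 mM, ZnCl2 0.02 mM | detection = luminescence | dosing = single compound dose of 20 µM, 2% DMSO final | incubation = 30 min reaction at room temperature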
# RAM network inh = inhibitors of the yeast RAM network, primary screen, dse1pr::URA3 reporter, 5-FOA selection; actives 1.8% (n = 190,000); inhibition, % at 50 µM; AID 868, 2007; S. cerevisiae dse1pr::URA3 reporter, 5-FOA growth OD615, 2 d; analog-sensitive cbk1-as2 kinase mutant strain;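 active = inhibition above a set limit, 3 SD over mean compound inhibition, cut at about 8.4% in these data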;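 also: 0% = DMSO-only wells with no growth and 100% = 10 µM 1-NA-PP1 full growth; inhibition rescues growth on 5-FOA so higher OD means more RAM inhibition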
# FLuc act counter = FLuc activators, initial screening, artefact control for FLuc-dependent activation tests, biochemical, ATPlite luminescence; activation factor at 10 µM; ATPlite luciferase biochemical, 10 min; 0 = ATP-free wells, 1 = DMSO control; AID 1027, 2008; 200,000 tested, under 10 active; Luciferin 4-monooxygenase (Photinus pyralis), P08659;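 active = luciferase activation factor, scaled between plate controls, of at least 2 with compound at 10 µM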
# Target sequence (P08659 whole entry, looked up): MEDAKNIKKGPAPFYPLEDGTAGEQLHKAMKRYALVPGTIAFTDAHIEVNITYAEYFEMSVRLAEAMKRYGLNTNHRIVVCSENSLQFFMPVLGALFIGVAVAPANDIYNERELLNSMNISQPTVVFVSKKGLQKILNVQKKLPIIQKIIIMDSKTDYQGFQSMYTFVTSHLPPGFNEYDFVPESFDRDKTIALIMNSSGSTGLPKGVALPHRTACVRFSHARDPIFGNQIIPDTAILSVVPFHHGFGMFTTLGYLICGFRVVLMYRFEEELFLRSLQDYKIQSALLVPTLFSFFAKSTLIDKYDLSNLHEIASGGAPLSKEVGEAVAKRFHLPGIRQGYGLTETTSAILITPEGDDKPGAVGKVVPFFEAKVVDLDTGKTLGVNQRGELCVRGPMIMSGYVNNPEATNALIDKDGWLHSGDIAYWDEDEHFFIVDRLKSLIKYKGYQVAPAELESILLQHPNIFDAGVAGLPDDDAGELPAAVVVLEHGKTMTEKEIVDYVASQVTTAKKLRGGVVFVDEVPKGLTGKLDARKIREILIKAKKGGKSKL
#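 Material: Luciferase/luciferin reagent mix | Doses: Test compounds dosed from 2 mM stocks in 100% DMSO | Timing: 10 min incubation after luciferase reagent addition, room temperature | Measured by: Luminescence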
# bIAP act = bovine intestinal alkaline phosphatase activators, primary screen, biochemical, bovine IAP, CDP-star luminescence | alkaline phosphatase, intestinal [Bos taurus] | purified bovine IAP, 30 min; hits give high values; fold of DMSO-control signal, blank-subtracted | activation factor at 20 µM | actives 0.17% (n = 200,000);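 active = activation factor of 2 or more at 20 µM, a signal rise over negative controls twice the positive control's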
# APP 5UTR inh = inhibitors of APP translation via 5'UTR reporter, primary screen, APP 5'UTR luciferase, SH-SY5Y cells; AID 1285, 2008; SH-SY5Y APP 5'UTR-luciferase reporter, luminescence; inhibition, % at 2 µM; actives 0.82% (n = 190,000);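 active = inhibition above a set limit, derived from the sample mean plus 3 SD, cut at about 45% in these data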; also: values of inactives mirror those of a sister screen read the other way
# Lmaj promast = Leishmania major promastigote growth inhibition, primary screen. Leishmania major promastigotes, resazurin fluorescence viability. inhibition, % at 10 µM. actives 9% (n = 200,000). AID 1063, 2008; in the data active = inhibition above about 50%;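 also: promastigotes grown with compound for 44 hours at 28 °C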
# TNAP inh no acc = human TNAP enzyme inhibitors, primary screen, biochemical, luminescent, no phosphate acceptor, uHTS. Alkaline phosphatase, tissue-nonspecific isozyme (Homo sapiens), P05186. purified TNAP, CDP-star luminescence, 30 min. inhibition, % at 20 µM. actives 0.26% (n = 200,000);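 active = tissue-nonspecific alkaline phosphatase inhibition above about 50% at 20 µM in the single-dose screen, limit read from the data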;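 also: 0% = DMSO negative control and 100% = EDTA positive control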
# Target sequence (P05186 whole entry, looked up): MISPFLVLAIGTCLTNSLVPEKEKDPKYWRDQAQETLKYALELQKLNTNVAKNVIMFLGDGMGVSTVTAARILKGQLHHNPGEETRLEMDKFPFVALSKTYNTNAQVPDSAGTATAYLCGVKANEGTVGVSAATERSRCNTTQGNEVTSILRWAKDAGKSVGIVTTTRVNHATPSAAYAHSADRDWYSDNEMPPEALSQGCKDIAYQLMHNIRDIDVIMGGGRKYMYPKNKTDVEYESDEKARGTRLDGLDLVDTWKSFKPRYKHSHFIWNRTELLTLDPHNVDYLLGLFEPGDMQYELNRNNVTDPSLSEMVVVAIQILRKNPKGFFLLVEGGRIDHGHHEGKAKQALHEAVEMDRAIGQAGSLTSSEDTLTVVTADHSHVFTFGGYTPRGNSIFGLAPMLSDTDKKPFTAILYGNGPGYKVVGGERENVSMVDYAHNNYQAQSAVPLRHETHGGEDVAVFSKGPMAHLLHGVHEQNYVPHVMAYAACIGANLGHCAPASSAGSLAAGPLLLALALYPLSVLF
# FLuc inhib CS = firefly luciferase enzyme inhibitors, primary screen, artefact control for luciferase-based inhibitor screens, biochemical, luminescence, ATPLite; 10 min; AID 1006, 2008; inhibition, % at 10 µM; actives 1.5% (n = 200,000);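 active = inhibition above about 50% when tested at 10 µM, limit read from the data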
# TNAP inh hi DEA = human TNAP enzyme inhibitors, primary screen, biochemical, luminescent, high phosphate acceptor level, uHTS | Alkaline phosphatase, tissue-nonspecific isozyme (Homo sapiens), P05186 | purified TNAP, CDP-star luminescence, 1 M DEA | inhibition, % at 20 µM | actives 0.03% (n = 200,000);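 active = over 50% inhibition of tissue-nonspecific alkaline phosphatase at 20 µM in the single-dose screen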;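 also: plate controls were DMSO wells for no effect and EDTA-quenched wells as full inhibition for full effect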
# TNAP act hiacc = TNAP activators at high phosphate acceptor level, primary screen, biochemical, luminescence, uHTS; Alkaline phosphatase, tissue-nonspecific isozyme (Homo sapiens), P05186; purified TNAP, CDP-star luminescence, 1 M DEA, 30 min; hits give high values; 0 = EDTA background, 1 = DMSO-only activity; activation factor at 20 µM; 200,000 tested, under 10 active;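 active = activation factor at least 2 at 20 µM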
#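 Measured by: Luminescent substrate turnover signal | Test system: Human TNAP | Input: TNAP 1/800 final | Dosing: 20 µM single point | Schedule: 30 min, room temperature | Controls: EDTA wells as negative control, DMSO wells as positive control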
# Numbers without * were called inactive.
item	Compound	bIAP inhibitor	RAM network inh	FLuc act counter	bIAP act	APP 5UTR inh	Lmaj promast	TNAP inh no acc	FLuc inhib CS	TNAP inh hi DEA	TNAP act hiacc
1	CCNC(=S)NS(=O)(=O)c1ccc(F)cc1	-14	1.2	1	1.1	-5	-4	-11	-2	-2	1
2	CCOC(=O)c1cc2c(=O)n3ccccc3nc2n(C(C)C)c1=NC(=O)c1ccco1	2	0.2	1.1	1	-20	29	-1	-8	2	1
3	COCCSc1ccccc1C(=O)Nc1nnc(COC)s1	14	2.0	1.1	0.9	11	-3	-9	-6	-2	1
4	O=C(Oc1ccc(Br)cc1C(=S)N1CCCC1)c1ccccc1Cl	29	7.6	1.1	0.7	-8	4	-8	-6	-4	1
5	CCCOc1ccccc1C(=O)NCCCC(=O)O	-5	1.7	1	1	-6	-3	-12	-2	-6	1.1
6	Cc1ccc(N(C(=O)Cn2nnc3ccccc32)C(C(=O)NCc2ccco2)c2ccc(C)o2)cc1 (stereo not given)	4	0.6	1.1	1	1	20	-12	-6	-4	1
7	COc1ccccc1C(NC(=O)C1CCCCC1)c1c(O)ccc2ccccc12 (stereo not given)	22	12*	1.1	0.8	12	40	-15	-7	-4	1
8	COc1ccc(C(=O)N2CCC(C(=O)Nc3ccc(C)cc3)CC2)cc1	-15	-0.8	1	1.2	-5	-5	-9	-2	-4	1
9	O=C(Cn1cc2c(n1)CCCCC2)NCCN1CCOCC1	7	2.2	1	0.9	2	-5	-4	-2	1	1
10	O=C1OCC2=C1C(c1ccc(F)cc1)CC(=O)N2c1ccc(F)cc1 (stereo not given)	2	0.1	1.1	1	1	-4	-6	-8	-2	1
11	COc1ccc(C2CC(c3ccc(Cl)cc3)Nc3nc(NC(=O)c4ccco4)nn32)cc1 (stereo not given)	-8	0.8	1	1.1	-9	12	-2	0	0	1
12	COc1ccc(OC)c(C2C(C(=O)N(C)C)=C(C)Nc3nc4ccccc4n32)c1 (stereo not given)	9	2.4	1	0.9	-6	-5	-3	-3	1	1
13	CCc1c(C(C)S(=O)(=O)c2ccccc2)[nH]c(=O)n1CC (stereo not given)	-4	-0.1	1	1	-19	-3	-6	-4	-2	1
14	CN(C)CCN(Cc1cc2cc3c(cc2[nH]c1=O)OCO3)C(=S)NCc1ccco1	-8	1.1	1.1	1.1	-8	-1	-10	-7	-8	1.1
15	CC(CN1CCCC1)C(=O)NN (stereo not given)	0	2.0	1	1	8	-5	-5	-4	4	1
16	Cc1ccc(NC(=O)CN2C(=O)C3C4C=CC(C4)C3C2=O)cc1 (stereo not given)	-14	0.8	1.1	1.1	9	9	2	-5	-1	1

# Of the compounds above, 2 contain two or more sulfur atoms:
item	Compound	bIAP inhibitor	RAM network inh	FLuc act counter	bIAP act	APP 5UTR inh	Lmaj promast	TNAP inh no acc	FLuc inhib CS	TNAP inh hi DEA	TNAP act hiacc
1	CCNC(=S)NS(=O)(=O)c1ccc(F)cc1	-14	1.2	1	1.1	-5	-4	-11	-2	-2	1
3	COCCSc1ccccc1C(=O)Nc1nnc(COC)s1	14	2.0	1.1	0.9	11	-3	-9	-6	-2	1

# Carrying on.
item	Compound	bIAP inhibitor	RAM network inh	FLuc act counter	bIAP act	APP 5UTR inh	Lmaj promast	TNAP inh no acc	FLuc inhib CS	TNAP inh hi DEA	TNAP act hiacc
17	CCCCOc1ccc(S(=O)(=O)n2c(C)nc3ccccc32)cc1	6	0.1	1	0.9	5	3	-7	1	-3	1
18	COc1ccc(-c2nn(C)c3sc(C(=O)N4CCOCC4)cc23)cc1OC	-4	1.5	1	1	-21	-1	-8	2	-1	1
19	CN(C)c1ccc(C(=S)N2CCN(C(=S)Nc3ccc(Cl)cc3)CC2)cc1	-4	4.0	1.1	1	-4	-4	4	-7	-4	1
20	CCCC/C(C)=N/NC(=O)Nc1ccccc1	6	1.4	1	0.9	-33	-1	3	-3	0	1
21	CCNCc1ccc(OCc2ccccc2F)c(OC)c1	2	1.1	1	1	-9	81*	-19	-4	-5	1.1
22	COCC(C)NC(=O)c1oc2c(c1C)C1(CCC2)SCCS1 (stereo not given)	-3	0.7	1	1	7	2	-5	2	3	1
23	Cc1ccc(S(=O)(=O)CCCS(=O)(=O)c2ccc(C)cc2)cc1	4	0.6	1	1	-17	-4	-4	-3	0	1
24	COc1cccc(N2CCN(C(=O)CCNS(=O)(=O)c3ccc4c(c3)c(=O)n(C)c(=O)n4C)CC2)c1	-5	0.5	1	1.1	11	0	-5	-5	2	1
25	CCOC(=O)C(C(C)=O)C(c1ccc(OCCC(C)C)cc1)C(C(C)=O)C(=O)OCC (stereo not given)	10	3.4	0.8	0.9	7	-2	0	21	3	1
26	Cc1cccc(N(CC(=O)N2CCN(c3ccccc3F)CC2)S(C)(=O)=O)c1	-19	-0.5	1	1.2	-31	-2	-3	3	-4	1
27	Nc1ncnc2c1ncn2Cc1ccccc1	-1	0.4	1	1	-8	-6	-2	0	4	1
28	CCC(Sc1ccc2nnc(-c3ccc(F)cc3)n2n1)C(=O)OC (stereo not given)	8	-1.1	1.1	0.9	-19	-1	-9	-9	-8	1.1
29	COc1ccc(NC(=O)ON=C2c3ccccc3-c3ccccc32)cc1	16	2.0	1	0.8	-18	2	7	0	-4	1
30	COc1ccc(C2C(C(=O)NCC3CCCO3)c3cc(OC)c(OC)cc3C(=O)N2C)cc1OC (stereo not given)	-6	1.1	1.1	1.1	-12	-3	-4	-8	-3	1
31	O=C(Nc1cccc(C(F)(F)F)c1)C1CCN(S(=O)(=O)c2cnc[nH]2)CC1	-9	1.1	1	1.1	13	17	-7	0	1	1
32	O=C(Nc1ccc2c(c1)CCC2)c1cccc(S(=O)(=O)N2CCN(c3ccc(F)cc3)CC2)c1	20	2.7	1.1	0.8	-4	24	0	-8	-6	1.1
33	Brc1ccc2[nH]ncc2c1	3	0.2	1	1	-10	-6	-4	-3	-1	1
34	COc1cccc(/C=N/NC(=O)C(=O)NCc2cccnc2)c1OC	-3	2.0	1	1	8	-6	-12	-4	-7	1.1
35	COc1cc2c(C(=O)NCCCOC(C)C)cn(CC(C)C)c(=O)c2cc1OC	-2	2.9	1	1	2	-3	-1	-1	5	1
36	COc1ccc([N+](=O)[O-])cc1NC(=O)c1ccc(-n2nc(C)cc2C)cc1	4	1.7	1.1	1	-18	-7	-15	-8	-2	1
37	CCSc1nnc(NC(=O)C2CCCCC2)s1	7	1.1	1	0.9	-28	19	-4	4	2	1
38	CSc1ccc(/C=C(/NC(=O)c2ccc(C)cc2)C(=O)Nc2cccc(C)c2)cc1	32	3.4	1	0.7	-20	63*	-14	-4	-4	1
39	Nc1nonc1-c1noc(N2CCOCC2)n1	8	2.3	1.1	0.9	-4	-4	-6	-6	-2	1
40	O=C(N/N=C/c1cc(Br)ccc1O)Nc1ccccc1	33	1.4	1.1	0.7	0	12	0	-8	-7	1.1
41	O=C(NCCc1ccccc1)C1CCN(S(=O)(=O)N2CCCC2)CC1	2	-0.2	1	1	-41	-5	-6	-3	-7	1.1
42	Cc1cc(NCCN2CCOCC2)n2ncc(-c3ccccc3)c2n1	1	0.7	0.9	1	-42	6	-13	12	-11	1.1
43	COc1ccc(NC(=O)CN2CCN(CC(=O)Nc3ccccc3F)CC2)c(OC)c1	-4	0.4	1.1	1	-8	8	4	-7	1	1
44	CCOC(=O)c1sc(NC(=S)NC(=O)CC(C)C)cc1C	7	0.7	1	0.9	-11	4	-9	-3	-2	1
45	Cc1onc(-c2ccncc2)c1C(=O)O	5	1.0	1.1	0.9	3	-8	-5	-7	-7	1.1
46	COc1ccc(CNc2nc3nc4c(c(=O)n3[nH]2)CCC4)cc1	9	-0.4	1.1	0.9	1	-7	-10	-8	-6	1.1
47	C/C(Cc1ccccc1)=N\NC(=O)CNC(=O)c1ccc(Br)cc1	-5	3.4	1	1.1	-3	2	-8	-5	-7	1.1
48	COc1ccc(C(=O)Nc2ccc(C(F)(F)F)n(C)c2=O)cc1	7	1.9	0.9	0.9	-56	-5	-14	11	0	1
49	COc1ccc(CN(C(=O)Cn2nnc3ccccc32)C(C(=O)NC(C)(C)C)c2ccco2)cc1 (stereo not given)	7	3.8	1.1	0.9	-7	9	-19	-6	-7	1.1
50	CCOC(=O)c1sc(NC(=O)Nc2ccc(F)cc2)nc1C	-30	1.5	0.4	1.3	-121	5	-10	59*	2	1
51	COC(=O)/C(N=Nc1cccc(C(F)(F)F)c1)=C(\C)O	10	0.3	1.1	0.9	-23	-6	-6	-6	0	1
52	CCOC(=O)c1ccc2nc(NC(=O)c3ccco3)sc2c1	-6	2.8	0.5	1.1	-277	5	-8	51*	0	1
53	CC(=O)Nc1cc(S(=O)(=O)Nc2ccc(C)cc2)c(C)cc1C	-10	0.7	1	1.1	-6	2	-6	-3	0	1
54	NNC(=O)c1ccc(COc2cccc3ccccc23)cc1	17	-0.8	1.1	0.8	-13	-4	-2	-9	-4	1
55	CCOc1ccc(-n2cc(C(=O)c3cc(Cl)ccc3O)cc(C#N)c2=O)cc1	9	0.8	1.1	0.9	4	41	-3	-5	7	0.9
56	CC(C)Oc1ccc(CCc2n[nH]c(=S)n2-c2ccccc2)cc1	5	2.9	1	1	-4	-5	-78	-1	-3	1
57	O=C(O)c1cc(C(=O)C2CC2)c[nH]1	13	1.4	1	0.9	-16	-5	-12	-3	-5	1
58	CC(=O)OCC(=O)Nc1ccc(SC(F)F)cc1	-2	0.6	0.7	1	-52	-3	-6	27	0	1
59	O=C(NC1CCN(Cc2ccccc2)C1)c1cc(COc2ccc(F)cc2F)on1 (stereo not given)	6	2.8	1	0.9	-4	10	-3	-4	-2	1
60	CCN(CC)CCNc1cc(C)nc2c1C(=O)C(=O)C=C2N1CCCCC1	18	1.6	0.9	0.8	67*	101*	24	6	17	0.8
61	COc1ccccc1C(=O)Nc1ccc(S(=O)(=O)N2CCOCC2)cc1	11	0.0	1.1	0.9	3	-1	-8	-7	1	1
62	CCOc1ccc(C(=O)N2CCN(c3cccc(Cl)c3)CC2)cc1	-9	2.8	1.1	1.1	-12	-4	-4	-5	-4	1
63	C/C(=N\NC(=O)c1ccccc1)c1ccc(C)c([N+](=O)[O-])c1	39	0.9	0.9	0.6	-10	-6	0	10	-2	1
64	COc1cccc(-c2nc(CS(=O)CC(=O)O)c(C)o2)c1 (stereo not given)	1	1.2	1	1	-11	-5	-7	-1	0	1
